Bioassay records: PubChem BioAssay, several laboratories
phage Ecoli inh = E. coli growth loss with phage present. growth absorbance. AID 651602. inhibition, % at 11.9 µM. actives 0.26% (n = 360,000); in the data active means inhibition above about 11%
PfHsp90 yeast 2 = growth inhibition of yeast expressing Plasmodium Hsp90. inhibition, % at 9.4 µM. AID 504621. S. cerevisiae expressing PfHsp90, BacTiter-Glo ATP, 48 h; yeast lacking PDR1 and PDR3 efflux regulators. actives 0.32% (n = 310,000);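 active means every replicate shows inhibition above about 80%, whatever the replicate mean, limit read from the data; inconclusive means mean inhibition reaches the set limit but some replicate falls short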;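 further: 0% = DMSO neutral controls and 100% = 20 µM radicicol positive controls; yeast relying on Plasmodium falciparum Hsp90 in place of its own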
Rtt109 HAT inh = C. albicans Rtt109 histone acetyltransferase inhibition | purified Rtt109/Vps75, ThioGlo CoA-SH fluorescence, 4 h | inhibition, % at 34.9 µM | Q5AAJ8 | actives 0.16% (n = 330,000);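 active means inhibition of at least 50% in every replicate; inconclusive means best replicate reaches 50% inhibition but some replicates fall short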
Target sequence (Q5AAJ8 whole entry, looked up): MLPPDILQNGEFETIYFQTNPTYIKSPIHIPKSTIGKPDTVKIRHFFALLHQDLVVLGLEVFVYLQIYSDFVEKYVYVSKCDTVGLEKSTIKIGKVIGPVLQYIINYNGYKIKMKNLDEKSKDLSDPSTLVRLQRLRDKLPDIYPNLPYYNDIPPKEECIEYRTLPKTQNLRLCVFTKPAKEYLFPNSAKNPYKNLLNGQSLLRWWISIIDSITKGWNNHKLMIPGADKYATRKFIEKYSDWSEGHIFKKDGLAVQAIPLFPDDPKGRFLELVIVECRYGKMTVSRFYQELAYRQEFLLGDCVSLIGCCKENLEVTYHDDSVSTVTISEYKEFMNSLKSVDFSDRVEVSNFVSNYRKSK
PvdQ inh = P. aeruginosa PvdQ acylase inhibition | purified PvdQ acylase, fluorescence plate reader | inhibition, % at 10 µM | actives 0.063% (n = 340,000); in the data active means inhibition above about 30%, passing the limit was not always enough; inconclusive means no clear call, values can overlap the other calls;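 further: 0% = vehicle neutral wells and 100% = reference inhibitor wells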
Tat export inh = E. coli Tat transport inhibition | E. coli MC4100 TorA-mCherry Tat export, fluorescence | AID 488895 | actives 0.036% (n = 340,000) | inhibition, % at 10 µM;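 active means mean replicate inhibition at least 50% and at least half of replicates individually reaching 50%; inconclusive means only one of the two criteria met; inactive means neither criterion met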;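 further: exported cargo escapes ClpAP degradation while cytoplasmic cargo is degraded and loses fluorescence; 0% = median of neutral control wells and 100% = median of NaSCN control wells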
AddAB inh = less growth of phage-infected E. coli with AddAB. E. coli expressing H. pylori AddAB, absorbance growth. inhibition, % at 11.9 µM. actives 0.29% (n = 330,000). AID 435030; in the data active means inhibition above about 12%;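 further: 0% = vehicle wells of infected cells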
DAGLB inhibitor = diacylglycerol lipase beta (human) inhibition. Q8NCG7. HEK293T DAGLB membrane lysate, EnzChek fluorogenic substrate. inhibition, % at 5.17 µM. actives 0.059% (n = 340,000). AID 504411; in the data active means inhibition above about 34%;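 further: 0% = enzyme with vehicle and 100% = wells lacking enzyme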
Target sequence (Q8NCG7 whole entry, looked up): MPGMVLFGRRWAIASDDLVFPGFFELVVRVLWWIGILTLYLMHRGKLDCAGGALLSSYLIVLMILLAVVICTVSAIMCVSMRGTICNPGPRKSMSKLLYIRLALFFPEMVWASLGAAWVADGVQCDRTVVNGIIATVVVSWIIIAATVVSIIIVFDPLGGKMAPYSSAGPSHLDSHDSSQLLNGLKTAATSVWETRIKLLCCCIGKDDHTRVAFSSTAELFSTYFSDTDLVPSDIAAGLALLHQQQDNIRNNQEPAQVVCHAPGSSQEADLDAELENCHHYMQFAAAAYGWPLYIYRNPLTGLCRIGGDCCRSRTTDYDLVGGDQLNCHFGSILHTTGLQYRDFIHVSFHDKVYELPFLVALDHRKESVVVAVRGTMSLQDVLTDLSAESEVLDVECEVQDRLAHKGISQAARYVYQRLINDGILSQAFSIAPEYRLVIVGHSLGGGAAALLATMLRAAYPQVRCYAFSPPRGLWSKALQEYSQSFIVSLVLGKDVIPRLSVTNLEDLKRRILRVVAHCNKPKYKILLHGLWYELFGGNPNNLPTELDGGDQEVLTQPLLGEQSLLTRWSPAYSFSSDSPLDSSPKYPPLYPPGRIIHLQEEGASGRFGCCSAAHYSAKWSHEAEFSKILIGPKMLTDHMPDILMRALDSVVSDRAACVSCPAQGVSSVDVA
CAL PDZ inh = human CAL PDZ-peptide interaction inhibition. AID 504414. Q9HD26. purified CAL PDZ, TMR-peptide fluorescence polarization, 1 h. inhibition, % at 20 µM. actives 0.02% (n = 330,000);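 active means highest replicate inhibition of at least 40%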;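 further: plate controls were DMSO neutral control wells for no effect and unlabeled competitor peptide control wells for full effect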
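Assay system – tagged CAL PDZ protein CerCALP, purified · Timing – 1 h at RT · Compound – single point, 20 µM · Measured by – fluorescence polarization from S- and P-plane intensities, G-factor corrected · Evaluation – inhibition from polarization loss · Probe or stimulus – TMR reporter peptide T*-PRC34 · Buffer or medium – pH 7.4 phosphate-saline buffer, reducing agent, detergent, IgG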
Wnt act = activators of Wnt/beta-catenin signaling; Wnt/beta-catenin reporter cell assay, activator, plate reader; activation, % at 9.35 µM; actives 1.2% (n = 300,000); in the data active means activation above about 30%, passing the limit was not always enough; inconclusive means no clear call, values can overlap the other calls;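 further: 0% = neutral control wells and 100% = positive control wells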
E coli growth = counter-screen for AddAB inhibitors: E. coli growth inhibition; actives 0.27% (n = 330,000); E. coli V3065 growth, OD600 absorbance, 18 h; AID 449728; inhibition, % at 11.9 µM;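 active means inhibition above the campaign's mean inhibition across all tested compounds plus 3 SD, cut at about 9.9% in these data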;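 further: uninfected addAB+ strain grown without phage in ampicillin broth; 0% = DMSO wells and 100% = ciprofloxacin 0.95 µg/ml wells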
* marks the source's active call; other numbers are inactive results; ? = inconclusive; . = not tested or not shown. Hits appear at their usual frequency; 1.9% or so of the library scored in one or more.

SMILES	phage Ecoli inh	PfHsp90 yeast 2	Rtt109 HAT inh	PvdQ inh	Tat export inh	AddAB inh	DAGLB inhibitor	CAL PDZ inh	Wnt act	E coli growth
Cc1ccc(NCN2C(=O)c3ccccc3C2=O)c(C)c1	0.2	17.4	-1.5	7.4	-10.4	4.2	-1.1	-0.6	1.0	2.2
O=C1c2ccccc2C(O)(c2ccccc2)N1c1ccncc1 (stereo unspecified)	3.5	0.9	-2.2	-4.7	-14.0	0.1	1.7	0.7	-1.8	-0.2
COCC(=O)N1CCC2CC1c1cc(Cl)ccc12 (stereo unspecified)	1.4	13.3	6.7	-17.3	-8.4	.	-0.4	-0.2	-1.3	.
CC1=NN(C(N)=S)C(=O)C1N=Nc1ccc(S(N)(=O)=O)cc1 (stereo unspecified)	0.6	4.8	22.3	8.3	0.7	1.8	2.2	-11.3	-0.7	2.4
COc1cc(-c2nnc(SCc3cc(=O)oc4cc(C)ccc34)o2)cc(OC)c1OC	-0.7	1.1	2.4	-9.8	-1.4	-4.3	-2.3	-1.4	2.4	-2.8
NC(=O)CC(NC(=O)c1ccccc1)c1ccc(N2CCN(c3ccc(F)cc3)CC2)c([N+](=O)[O-])c1 (stereo unspecified)	1.5	0.8	1.4	6.0	1.2	1.4	11.4	-1.2	-3.9	-2.5
COc1ccc(C2C(C(=O)N3CCOCC3)CCC(=O)N2c2ccc(OC)cc2)cc1 (stereo unspecified)	2.9	7.9	-19.2	-9.8	-0.9	0.7	-0.8	-1.0	-8.9	2.5
Cc1cccc(CSCc2ccc(C(=O)NCC3CCCO3)o2)c1 (stereo unspecified)	0.5	15.5	-22.1	-10.5	-6.2	2.8	1.1	-3.2	-10.4	1.3
Cc1ccc(CNC(=O)C2CCCN(S(=O)(=O)N3CCC(C)CC3)C2)cc1 (stereo unspecified)	0.5	-30.4	-1.0	-2.4	-6.3	-1.8	-2.6	-2.3	1.9	2.1
O=C(Nc1ccc(F)cc1)C1CCCN(c2cnccn2)C1 (stereo unspecified)	0.0	-8.5	22.0	-0.9	1.7	3.7	-3.2	-1.9	1.5	-4.8
CCCCCCCCC(=O)N/N=C/c1cccc(Br)c1	1.8	-13.8	19.2	0.1	-2.8	3.7	0.8	0.4	-0.3	1.1
O=C(CSc1nc2c(sc3ccccc32)c(=O)n1Cc1ccccc1)NCC1CCCO1 (stereo unspecified)	2.4	.	2.1	-18.2	-1.5	-0.7	-0.2	89.0*	-3.0	-0.3
CC1CCCCN1CC(=O)c1c(N)n(Cc2ccccc2)c(=O)n(C)c1=O (stereo unspecified)	3.6	16.8	-0.9	-4.8	-7.1	-2.0	0.1	10.1	-0.8	-0.7
S=C1NC(c2ccccc2)=NCN1c1ccccc1	1.5	.	-9.0	-11.3	-3.5	2.5	-0.9	-2.0	41.6*	1.2
CC1CCCCC1NC(=O)c1cc2c(=O)n3ccccc3nc2n1C (stereo unspecified)	2.6	-11.4	-286.5	-36.8	-4.6	1.4	-2.5	-2.1	8.4	-3.5
CC1CCCCC1NC(=O)COC(=O)Cc1ccc(Cl)cc1 (stereo unspecified)	0.6	-18.3	-3.0	-7.0	-11.5	0.1	-2.5	-1.3	11.5	-0.3
CCN(c1ccccc1)S(=O)(=O)c1ccc2[nH]c(=O)c(=O)[nH]c2c1	0.8	-1.1	4.3	2.1	-1.4	0.3	0.8	-3.2	-2.6	-2.0
CC1Cc2ccccc2N1C(=O)c1cccnc1 (stereo unspecified)	3.2	.	-7.6	-15.1	3.5	-1.1	-2.5	-0.9	.	-1.0
O=C1CN(C(=O)COC(=O)C2CCN(S(=O)(=O)c3ccccc3C(F)(F)F)CC2)c2ccccc2N1	1.2	.	.	8.1	0.4	3.6	-1.7	-2.1	-4.6	0.2
COc1ccc(C2(CNC(=O)Cc3ccc(OC)c(OC)c3)CCCC2)cc1	3.2	-5.0	-1.0	-3.1	21.8	4.6	-2.5	0.2	-0.6	3.1

Filtered by structure, the entries above containing an aryl thioether with sulfur outside any ring (2)
SMILES	phage Ecoli inh	PfHsp90 yeast 2	Rtt109 HAT inh	PvdQ inh	Tat export inh	AddAB inh	DAGLB inhibitor	CAL PDZ inh	Wnt act	E coli growth
COc1cc(-c2nnc(SCc3cc(=O)oc4cc(C)ccc34)o2)cc(OC)c1OC	-0.7	1.1	2.4	-9.8	-1.4	-4.3	-2.3	-1.4	2.4	-2.8
O=C(CSc1nc2c(sc3ccccc32)c(=O)n1Cc1ccccc1)NCC1CCCO1 (stereo unspecified)	2.4	.	2.1	-18.2	-1.5	-0.7	-0.2	89.0*	-3.0	-0.3

The listing continues:
SMILES	phage Ecoli inh	PfHsp90 yeast 2	Rtt109 HAT inh	PvdQ inh	Tat export inh	AddAB inh	DAGLB inhibitor	CAL PDZ inh	Wnt act	E coli growth
O=C(Cn1cccc1)Nc1ccc(F)cc1F	0.9	.	-2.2	3.6	-5.7	0.8	-0.1	.	.	0.3
Cc1ccc(S(=O)(=O)N(C)c2ccccc2C(=O)Nc2ccc(F)cc2F)cc1	2.6	-16.6	-5.5	-4.8	-2.9	.	-5.3	4.9	0.0	.
O=C(N/C=C/n1cnc2cc(C(F)(F)F)ccc21)c1ccccc1F	3.5	-12.6	1.4	-12.7	-11.0	0.9	0.3	-2.8	0.0	0.9
CCCS(=O)(=O)n1nc(-c2ccc(OC)cc2)cc1N	2.4	0.4	-16.3	-3.2	-14.6	0.1	-1.8	0.0	5.9	2.0
CC(C)(C)N(Cc1ccccc1)C(=O)COC(=O)c1ccc(S(=O)(=O)N2CCOCC2)cc1	0.9	-46.6	8.4	-11.2	-0.1	-1.8	-4.5	-0.4	-2.4	-3.7
Cc1cc(/C=C2/NC(=O)N(Cc3ccccc3F)C2=O)c(C)n1C	3.0	-11.6	-0.3	-4.4	-2.0	3.5	7.4	-1.6	.	-2.5
COc1ccccc1N1CCN(C(=O)c2cc3sccc3n2C)CC1	1.2	17.4	2.2	-10.8	-1.4	2.2	-5.2	0.7	-2.0	0.9
COc1ccc(NS(=O)(=O)c2ccc(C)c(C(=O)NCC(c3ccco3)N3CCCCC3)c2)cc1 (stereo unspecified)	-1.5	13.4	.	-3.3	-6.0	-1.1	-5.0	0.0	-0.5	-2.3
CCN(CC)S(=O)(=O)c1ccc(N(C)Cc2cccnc2)nc1	1.9	9.8	5.3	3.0	6.8	3.9	-3.8	-0.2	.	0.6
Cc1ccc(NC(=O)c2ccco2)c(NC(=O)c2ccc(Cl)cc2)c1	5.9	-13.8	-8.2	5.5	6.1	6.3	-3.3	-1.7	-4.2	3.6
Cc1ccc(/C=N/NC(=O)c2nnn(-c3nonc3N)c2CN(C)C)o1	-0.1	13.1	6.0	-10.7	-6.8	2.0	-0.6	-2.2	-1.3	-0.3
O=C(OCC(=O)N(CCc1ccccc1)Cc1ccccc1)c1ccc(F)c(S(=O)(=O)N2CCOCC2)c1	-0.2	-15.0	4.4	-3.1	8.1	.	-5.1	-0.2	1.0	.
CCOc1ccccc1NC(=O)CCS(=O)(=O)c1ccc2c(c1)CC(C)N2C(C)=O (stereo unspecified)	1.8	-2.9	-2.5	2.8	0.0	1.5	-0.3	-3.2	-0.9	1.4
O=C(CSc1nnc(-c2ccccc2Cl)n1Cc1ccco1)Nc1ccc2c(c1)OCCO2	-0.3	-69.7	1.0	-16.4	2.5	2.7	-0.4	-0.7	.	0.2
O=C(COC(=O)CC1c2ccccc2CCN1S(=O)(=O)c1ccccc1)Nc1ccccc1 (stereo unspecified)	3.6	-0.3	-2.1	-12.1	-0.3	1.2	0.9	-2.9	5.5	-2.7
O=C(c1cc2c(=O)n3ccccc3nc2s1)N1CCN(c2cccc(Cl)c2)CC1	1.6	-19.2	-1.2	0.8	8.0	1.5	4.2	-1.0	-2.2	0.0
CSCC(O)Cn1[nH]c(=O)c2cc(Cl)c(Cl)cc2c1=O (stereo unspecified)	2.7	8.2	1.6	-22.6	6.7	-2.8	-0.9	0.1	29.7	-3.0
CCOC(=O)N1CCN(C(=O)C2CCCN(S(=O)(=O)c3ccccc3)C2)CC1 (stereo unspecified)	2.0	-28.5	0.2	-14.6	-0.5	0.7	-2.0	.	.	-2.1
O=C(CSc1nc2ccccc2c(=O)n1CCCN1CCOCC1)Nc1ccc2c(c1)OCO2	3.2	-24.1	-5.1	-17.9	?	-3.7	-0.8	-2.2	.	0.3
CCOc1ccc(Nc2nc(N)c([N+](=O)[O-])c(N3CCOCC3)n2)cc1	4.7	-4.0	1.3	-6.4	-8.0	2.7	1.3	-0.2	4.6	1.0
O=S(=O)(/N=C(/Nc1cccc2ccccc12)c1ccc(F)cc1)c1ccccc1	1.5	9.5	5.3	-0.8	5.7	-2.5	1.4	-0.1	3.0	-3.3
Cc1ccc(C(C(=O)NCC2CCCO2)N(C(=O)c2snc(C(N)=O)c2N)c2ccc3c(c2)OCCO3)cc1 (stereo unspecified)	1.9	-25.5	-2.2	-6.9	5.2	3.3	4.0	-2.8	1.3	0.8
O=C(c1ccc(F)cc1)N1CCCC(c2nc(-c3cccs3)no2)C1 (stereo unspecified)	2.4	6.1	1.9	-13.8	-2.2	-0.2	-2.4	0.1	-0.7	0.7
O=C1CCCN1CCCNCC(O)c1ccccc1 (stereo unspecified)	1.4	4.4	3.9	-13.8	-12.8	1.6	5.2	0.0	2.9	1.6
O=C(Nc1ccc2c(c1)OCO2)N1CCN(c2ncc(C(F)(F)F)cc2Cl)CC1	4.3	-17.5	-2.0	6.0	5.3	-0.3	-5.7	-0.4	16.4	1.9
CCCc1nc2sc3ccccc3c(=O)c2c(=O)n1Cc1ccc(OC)cc1	2.5	.	.	.	.	-0.2	.	.	6.5	0.7
O=C(COC(=O)[C@@H]1CCCN1C(=O)c1cccs1)Nc1cccc(Cl)c1	5.3	-35.0	-7.4	-9.6	0.2	1.5	-8.9	-1.9	-0.4	0.4
Cc1nc(NC(=O)c2ccc(F)cc2)nc2cc3c(cc12)OCO3	0.4	-15.8	-5.5	-10.1	7.3	0.4	-0.2	-1.5	.	-0.7
O=C(Nc1ccccc1F)C(=O)c1cn(CC(=O)N2CCCCC2)c2ccccc12	1.6	-1.6	-3.2	-3.5	0.1	-1.2	-4.8	-2.6	-1.9	1.3
COc1ccccc1NC(=O)C(=O)NCC(c1ccco1)N1CCc2ccccc2C1 (stereo unspecified)	-0.1	2.3	-1.2	-1.3	6.5	0.4	-3.5	-1.9	-6.9	-0.3
C=CCCO[C@@H]1O[C@@H](C)[C@H](O)C[C@H]1O	4.8	.	4.1	-3.2	0.6	-0.9	1.5	0.2	-3.5	-1.6
C=C(C)CNC(=S)N/N=C1\CCCCc2ccccc21	1.6	-27.2	5.7	-4.1	-8.2	-3.5	-5.5	-1.1	-2.9	-3.7
Nc1ccccc1C(=O)N/N=C1\C2CN3CCN(C2)CC1(c1ccccc1)C3	2.4	-23.2	5.5	-7.8	11.9	-0.3	1.6	0.3	25.1	-1.3
Cc1ccc(SCC(=O)Nc2cccc(C(=O)NC(C)(C)C)c2)cc1	1.7	7.7	27.8	8.3	-4.6	3.7	-2.1	-0.5	.	1.7
